Screens as filed in PubChem.
rCAG RNA binder: r(CAG) repeat RNA binding | AID 651821 | inhibition, % at 3 µM | hit rate 1.3% among 370,000 | TO-PRO-1 dye displacement fluorescence;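 active = inhibition above the plate cutoff, the mean of all test compounds on that plate plus 3 SD, cut at about 35% in these data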;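 also: 0% = DMSO alone and 100% = 100 µM mitoxantrone as full dye displacement; higher means more dye released from RNA so lower well fluorescence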
TDP2 absorb: blocks human TDP2 phosphodiesterase activity; hit rate 0.34% among 370,000; O95551; recombinant TDP2, T5PNP hydrolysis, p-nitrophenol absorbance 415 nm; inhibition, % at 12.8 µM;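 active = inhibition above the mean of all tested compounds plus 3 SD, set per campaign, cut at about 25% in these data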;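 also: 0% = DMSO with enzyme and 100% = buffer with substrate but no TDP2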
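Evaluation: % inhibition relative to enzyme-containing and enzyme-free wells. Material: recombinant human TDP2. Benchmarks: enzyme-free and DMSO wells. Timing: enzyme reaction with compound for 2 h at 37 °C. Compound dosing: 12.8 µM only. Measured by: p-Nitrophenol epi absorbance. Reagent: T5PNP substrate at 5 mM, a TopII-DNA adduct mimic. Replication: single well per compound.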
SIAE primary: human SIAE inhibition, primary screen; hit rate 0.69% among 370,000; inhibition, % at 9.66 µM; Q9HAT2; SIAE FP-Rh probe binding, fluorescence polarization;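 active = inhibition above a cutoff: mean of compounds within the control limits plus 3 SD of those, cut at about 17% in these data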;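 also: 0% = plate median of compound wells and 100% = probe without SIAE protein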
PRMT1 FP inh: blocks human protein arginine methyltransferase 1 | recombinant PRMT1, activity-based probe fluorescence polarization | hit rate 1.3% among 370,000 | Q99873 | AID 652257 | inhibition, % at 2.79 µM;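 active = inhibition above about 21% made by adding two undisclosed values, limit read from the data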
Target sequence (Q99873 whole entry, looked up): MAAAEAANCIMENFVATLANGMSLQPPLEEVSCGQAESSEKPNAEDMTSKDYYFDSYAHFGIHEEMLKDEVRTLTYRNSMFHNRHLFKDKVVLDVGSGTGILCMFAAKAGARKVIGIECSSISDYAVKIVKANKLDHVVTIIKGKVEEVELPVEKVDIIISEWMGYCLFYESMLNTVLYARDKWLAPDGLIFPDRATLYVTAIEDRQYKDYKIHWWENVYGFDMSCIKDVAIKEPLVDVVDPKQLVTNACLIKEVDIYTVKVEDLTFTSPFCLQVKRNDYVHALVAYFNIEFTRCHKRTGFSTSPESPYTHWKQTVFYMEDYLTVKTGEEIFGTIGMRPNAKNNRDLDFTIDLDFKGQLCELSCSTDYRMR
HTRA1 inhibitor: inhibitors of human serine peptidase HTRA1; inhibition, % at 5.96 µM; AID 504803; hit rate 0.5% among 340,000; recombinant HTRA1, FP-rhodamine activity-based probe, fluorescence polarization; in the data active = inhibition above about 36%;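 also: 0% = enzyme with DMSO and 100% = wells lacking enzyme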
Target sequence (Q92743 whole entry, looked up): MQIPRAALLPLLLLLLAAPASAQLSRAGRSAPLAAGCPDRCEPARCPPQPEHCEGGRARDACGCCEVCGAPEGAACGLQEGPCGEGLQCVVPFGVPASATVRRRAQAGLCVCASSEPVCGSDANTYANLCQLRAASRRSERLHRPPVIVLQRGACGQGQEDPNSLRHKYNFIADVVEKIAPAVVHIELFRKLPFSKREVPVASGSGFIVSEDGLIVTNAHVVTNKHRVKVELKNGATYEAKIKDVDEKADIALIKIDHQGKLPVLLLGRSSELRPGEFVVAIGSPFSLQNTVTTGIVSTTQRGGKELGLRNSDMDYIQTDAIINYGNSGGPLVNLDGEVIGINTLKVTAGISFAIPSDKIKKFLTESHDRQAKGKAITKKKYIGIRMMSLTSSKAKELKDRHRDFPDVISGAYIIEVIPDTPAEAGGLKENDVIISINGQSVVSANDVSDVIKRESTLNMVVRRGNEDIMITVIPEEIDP
LEDGF integ inh: blocks HIV-1 LEDGF/p75-dependent DNA integration. TR-FRET IN-LEDGF/p75 DNA integration, Eu/Cy5. inhibition, % at 3.7 µM. hit rate 0.64% among 370,000;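 active = inhibition above the screen-wide mean plus 3 SD, cut at about 13% in these data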;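 also: signal is the Cy5 over europium emission ratio at 671 and 618 nm; 0% = plate median of compound wells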
TCR CD3 inh: inhibitors of human TCR-CD3 interaction | TAMRA-labeled TCR probe fluorescence, biochemical | inhibition, % at 9.4 µM | hit rate 0.37% among 360,000 | AID 651800; in the data active = inhibition above about 19%;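 also: recombinant mutant TCR 2C K166C tagged with TAMRA read by polarization; 0% = receptor in buffer alone and 100% = receptor with positive control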
MBD2 DNA inh: blocks human MBD2 binding to methylated DNA; Q9UBB5; TR-FRET, MBD2 binding to methylated oligonucleotide; inhibition, % at 4.4 µM; hit rate 0.31% among 370,000; in the data active = inhibition above about 13%
NPR2 activator: GC-B (human) receptor activation. HEK293-GC-B cells, CNP EC30, cGMP TR-FRET; 0% at EC30 CNP, 100% saturating CNP. activation, % at 10 µM. hit rate 0.11% among 370,000. AID 1920062;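 active = activation at 10 µM reaching about 35% in either raw or pattern-adjusted values, limit read from the data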
ABHD4 inh: ABHD4 (mouse) inhibition, primary FP screen; Q8VD66; purified mABHD4, FP-Rh probe fluorescence polarization; inhibition, % at 8.92 µM; hit rate 0.54% among 370,000;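 active = inhibition exceeding the mean over every tested compound plus 3 SD, cut at about 30% in these data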;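 also: 0% = plate median of compound wells and 100% = S159A mutant with DMSO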
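Test system: mouse ABHD4 enzyme, wild type. Reagent: FP-Rh fluorescent activity-based probe, added after compound pre-incubation. Timing: pre-incubation 45 min, probe exposure 60 min, at 25 °C. Technique: FP readout, ex 525 nm / em 598 nm. Benchmarks: high control S159A mutant with DMSO, low control median of compound wells.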
Active calls of the source: *; · = no result given.

SMILES	rCAG RNA binder	TDP2 absorb	SIAE primary	PRMT1 FP inh	HTRA1 inhibitor	LEDGF integ inh	TCR CD3 inh	MBD2 DNA inh	NPR2 activator	ABHD4 inh
COCCNC(=O)c1c(NC(=O)c2nc(SC)ncc2Cl)sc2c1CCCC2	1	10	5	0	-3	0	5	-10	-8	-3
C=CCNC(=S)Nc1cccc(NC(=S)NCC=C)c1	1	0	-2	-1	0	1	5	1	4	3
COc1ccccc1NS(=O)(=O)c1cc(NC(=O)CN2C(=O)NC3(CCCCC3)C2=O)ccc1C	4	3	-4	2	-7	-4	-8	4	4	7
CCC1(C)COC(C)(CC(=O)NNC(=O)Nc2ccccc2)OC1 (stereo not given)	-1	-6	-2	-5	-3	1	8	-1	-2	-5
Cn1c(=O)c2cc(NC(=O)NCCc3ccccc3)ccc2n1Cc1cccc(C(F)(F)F)c1	2	-6	4	4	·	-9	-5	-2	5	4
CC12CCCCC1C(C(N)=O)C(=O)O2 (stereo not given)	0	-13	-5	-3	4	2	-1	5	5	0
COC(=O)c1ccc(CSc2nc3cc(Cl)ccc3o2)cc1	-4	0	-5	-3	-8	-4	4	-6	2	-2
O=C(Nc1cccc(Cl)c1)c1nc[nH]c1C(=O)NCCCNC(=O)c1[nH]cnc1C(=O)Nc1cccc(Cl)c1	6	6	-6	0	10	-2	2	1	-12	4
Cc1cccc(C(=O)N2CCN(c3ccc([N+](=O)[O-])c(NCc4ccco4)c3)CC2)c1	3	-4	1	3	-38	3	-3	-1	-3	0
O=[N+]([O-])c1c(Nc2ccccc2O)cc(N2CCOCC2)c2nonc12	2	-10	1	-1	4	2	8	-9	19	-2
O=C(CN1C(=O)COc2ccc(S(=O)(=O)N3CCOCC3)cc21)Nc1cccc(Cl)c1	5	5	-4	-3	-5	-1	3	-1	5	-1
CN(C(=O)CSc1nc2ccc(Cl)cc2[nH]1)C1CCS(=O)(=O)C1 (stereo not given)	2	-1	6	5	12	-1	-3	-3	-1	3
COC(=O)c1ccc2nc(-c3cccc(Cl)c3)c(Cc3ccccc3OC)n2c1	6	0	-9	1	·	4	6	7	-4	-6
CC1CCCC(NC(=O)CCCn2c(=S)[nH]c3ccccc3c2=O)C1C (stereo not given)	-1	3	4	-4	-6	2	-1	-5	-2	2
C[C@H]1CN([C@@H](C)CO)C(=O)CCCn2cc(nn2)CO[C@@H]1CN(C)C(=O)c1ccc2ccn(C)c2c1	1	-4	6	2	·	1	8	0	7	5
COc1ccccc1OCCOCCn1cnc2ccccc2c1=O	-3	2	2	3	1	-3	6	2	6	4
COCC1CCN(C(=O)c2ccc(OC3CCN(Cc4ccccn4)CC3)cc2)C1 (stereo not given)	-11	-1	3	1	-2	-5	-8	-1	0	3
COc1ccccc1C(=O)NC(CCSC)C(=O)NCc1ccccn1 (stereo not given)	-5	10	0	2	-5	-2	4	7	6	6
CCOC(=O)c1ccccc1NC(=O)CSC(C)C(=O)Nc1cc(C)on1 (stereo not given)	-2	8	2	2	3	2	5	-6	-7	4
COC(=O)c1ccc(C2C(C#N)=C(C)NC3=C2C(=O)CC(C)(C)C3)cc1 (stereo not given)	-5	-2	1	1	-4	0	4	-1	-2	-8
Cc1c(CC(=O)NCC(=O)O)c(=O)oc2cc3oc4c(c3cc12)CCCC4	20	-6	-4	-1	-3	-1	10	-2	3	-1
O=C(Cc1ccc(Br)cc1)NCCc1ccccc1	1	14	5	-2	-2	-1	1	2	-1	-1
Cc1ccc(Cl)cc1N(CC(=O)N1CCCCCC1)S(C)(=O)=O	-6	1	0	0	1	-1	1	-2	3	-3
COc1ccc(CNC(=O)C(NC(C)=O)C(=O)Nc2ccc(C(C)C)cc2)cc1 (stereo not given)	2	-12	0	2	9	-2	-5	2	2	-4
C/C(=N/NC(=O)Cc1c(C)[nH][nH]c1=O)c1ccc(O)cc1	-1	4	6	3	-3	-5	-3	-1	3	4
O=C1C(=O)N(CCCN2CCOCC2)C(c2ccc([N+](=O)[O-])cc2)/C1=C(/O)c1ccc2c(c1)OCO2 (stereo not given)	6	1	1	10	1	-1	-4	2	10	7
O=C(c1ccccc1)N1CCN(C(=O)N2CCOCC2)CC1	-4	8	2	-2	1	0	4	2	·	6
OC(c1ccccn1)C(O)c1ccccn1 (stereo not given)	1	13	-2	-2	2	0	4	3	6	-4
O=C(COC(=O)c1ccc(Cl)nc1)NC(=O)c1ccccc1	2	-4	-6	-3	3	3	4	0	-2	8
CC1CCc2sc(C(=O)NNC(=S)NCC3CCCO3)cc2C1 (stereo not given)	0	-5	7	-1	-4	-2	2	-1	2	0
CSc1ccccc1OCc1cc(C(=O)NC(C)Cc2cccc(C)n2)no1 (stereo not given)	-6	-5	-1	-4	-10	-2	5	1	6	-1
CC(=O)N=C1SC2CS(=O)(=O)CC2N1c1ccccc1Cl (stereo not given)	2	11	1	-2	5	1	6	2	-3	-2
COc1ccc(CCn2c(=N)c(S(=O)(=O)c3ccccc3)cc3c(=O)n4ccccc4nc32)cc1	0	8	0	14	-3	-1	-1	3	-3	11
CCOc1ccc(CCNC(=O)c2cnc(C)cn2)cc1OCC	-7	0	-3	-3	4	3	0	-5	2	4
CN(C)C=NC(=O)c1cc(C(=O)c2ccccc2)c[nH]1	-1	-3	1	0	3	1	2	1	-5	-4
COc1ccc(-c2nnc3ccc(SCC(=O)NCc4ccco4)nn23)cc1OC	8	6	0	0	-2	0	1	-4	2	-3
CC(C)C(=O)Nc1cccc(NC(=S)NC(=O)c2ccc3c(c2)OCO3)c1	1	-15	5	-2	-1	-1	-5	-7	2	-8
Cc1snc2sc(C(=O)c3ccc(F)cc3)c(N)c12	1	8	1	-1	1	3	2	-2	0	5
Cc1ccccc1CS(=O)(=O)Cc1ccc(C(=O)Nc2c(C)cccc2C)o1	2	6	-3	6	·	-1	·	-3	-6	5
COc1ccc(CNC(=O)C2CC(c3ccccc3C(F)(F)F)=NO2)cc1 (stereo not given)	-8	-17	-4	4	-3	1	-3	2	0	0

Structures above that contain fluorine (three):
SMILES	rCAG RNA binder	TDP2 absorb	SIAE primary	PRMT1 FP inh	HTRA1 inhibitor	LEDGF integ inh	TCR CD3 inh	MBD2 DNA inh	NPR2 activator	ABHD4 inh
Cn1c(=O)c2cc(NC(=O)NCCc3ccccc3)ccc2n1Cc1cccc(C(F)(F)F)c1	2	-6	4	4	·	-9	-5	-2	5	4
Cc1snc2sc(C(=O)c3ccc(F)cc3)c(N)c12	1	8	1	-1	1	3	2	-2	0	5
COc1ccc(CNC(=O)C2CC(c3ccccc3C(F)(F)F)=NO2)cc1 (stereo not given)	-8	-17	-4	4	-3	1	-3	2	0	0

More entries:
SMILES	rCAG RNA binder	TDP2 absorb	SIAE primary	PRMT1 FP inh	HTRA1 inhibitor	LEDGF integ inh	TCR CD3 inh	MBD2 DNA inh	NPR2 activator	ABHD4 inh
O=C(CC1C(=O)NCCN1CC1CCCCC1)NCCCN1CCOCC1 (stereo not given)	-7	6	3	1	-4	-3	-2	-1	-3	4
COc1cc(C=CC(=O)N2CCN(CC(=O)N3CCCC3)CC2)cc(OC)c1OC	-1	7	-2	1	-4	-3	-3	-2	6	4
CC(C)(C)c1[nH]nc2c1C(c1cccnc1)C(C#N)=C(N)O2 (stereo not given)	-1	3	5	3	-1	1	-1	0	3	-5
CN1CCN(c2ccc(S(=O)(=O)N3CCOCC3)cc2NC(=O)Cc2ccccc2F)CC1	0	9	5	0	3	-1	-4	2	-3	3
COc1ccccc1OCC(=O)NC1CC(C)(C)NC(C)(C)C1	-1	2	12	0	2	-1	3	-5	2	-2
COc1cc(/C=N/NC(=O)c2ccoc2C)ccc1O	0	0	8	1	3	-3	1	-5	2	3
CCn1c(COC(=O)CNC(=O)c2ccccc2)nc2cc(S(=O)(=O)N(C)C)ccc21	0	-9	-1	4	0	-1	-1	1	4	3
COc1ccc(C(=O)COc2ccc3ccc(=O)oc3c2)c(OC)c1	2	-12	8	-3	2	4	3	-4	2	-3
CCOC(=O)NC(=O)CSc1nc2ccc([N+](=O)[O-])cc2[nH]1	1	-1	0	-2	5	-1	4	-2	-2	7
O=C(O)COc1ccc(/C=N/NC(=O)C2CCCN2S(=O)(=O)c2ccc(Cl)cc2)cc1 (stereo not given)	9	7	4	3	-9	-3	1	-1	-3	2
CCOC(=O)C1(Cc2cccc(OC)c2)CCN(Cc2ccccc2OC)CC1	-11	0	8	-2	2	5	8	3	-8	5
COc1cc(C(=O)NCc2ccc(F)cc2)cc(Cl)c1OC	-4	9	-5	-4	-2	-2	11	-2	0	-1
CC(C)c1cc(C(=O)OCC(=O)NC2CCS(=O)(=O)C2)c(O)c(C(C)C)c1 (stereo not given)	3	4	5	-3	-4	8	0	-7	-4	1
O=C(Nc1ccc(N2CCOCC2)cc1)c1ccc(S(=O)(=O)N2CCCCC2)cc1	-1	6	-2	0	1	-3	-3	4	0	-1
CCOc1ccccc1NC(=O)CN1CCN(Cc2ccccc2)CC1	0	1	7	-2	5	0	-2	2	0	-3
COc1ccc(CN2C(=O)C(CC(=O)NCCN3CCOCC3)CC(C(=O)N(C)C)=C2C)cc1 (stereo not given)	2	2	-1	-5	6	5	9	-5	0	5
CCOC(=O)C1CCCN(C(=O)C2c3ccccc3Oc3ccccc32)C1 (stereo not given)	-8	-5	4	11	53*	-4	5	-2	-15	12
C[C@H]1[C@@H](NC(=O)c2ccc(O)cc2)CC[C@@]23CCCN2C(=O)CCC[C@@H]13	·	-3	10	-3	·	-2	·	2	-1	-1
CCCn1c(SCC(=O)c2cc(C)ccc2C)n[nH]c1=O	1	-3	5	7	-4	3	-9	2	-9	7
CC(C)C(c1nnnn1Cc1ccc(F)cc1)N1CCN(c2ccc(O)cc2)CC1 (stereo not given)	7	4	1	28*	·	-3	-6	-3	-2	21
Cc1cc(Br)ccc1NCc1ccccn1	-7	18	11	-1	0	2	2	3	-8	13
COc1ccc(OC)c(S(=O)(=O)NCc2nc3nc(C)cc(C)n3n2)c1	4	-20	-1	-1	4	-5	-8	-4	3	-6
Cc1cc(C(=O)COC(=O)C2=NNC(=O)CC2)c(C)n1-c1cccc(C(F)(F)F)c1	0	3	-5	0	-4	3	0	-1	-3	-8
C/C(=N\Nc1ccc2nncn2n1)c1ccco1	-1	-8	-1	-10	5	2	-2	-1	2	-3
COC(=O)Cn1cccc1C(=O)c1ccccc1	1	-11	2	-3	1	3	4	-4	7	-10
CCCCS(=O)(=O)N1CCC(C(=O)Oc2ccc(Cl)cc2)CC1	-9	-2	1	-1	-7	0	8	3	-3	1
CN1CCN(c2nc3c(c(=O)[nH]c(=O)n3C)n2CCCSc2nnnn2-c2ccccc2)CC1	-5	-6	4	2	9	-6	-3	-2	0	5

An excerpt of these results, bar-delimited.
SMILES | rCAG RNA binder | TDP2 absorb | SIAE primary | PRMT1 FP inh | HTRA1 inhibitor | LEDGF integ inh | TCR CD3 inh | MBD2 DNA inh | NPR2 activator | ABHD4 inh
Cc1cc(C(=O)COC(=O)C2=NNC(=O)CC2)c(C)n1-c1cccc(C(F)(F)F)c1 | 0 | 3 | -5 | 0 | -4 | 3 | 0 | -1 | -3 | -8
C/C(=N\Nc1ccc2nncn2n1)c1ccco1 | -1 | -8 | -1 | -10 | 5 | 2 | -2 | -1 | 2 | -3

Not all compounds are listed; rates above refer to the full screens.
